NCI-60 one-dose screen, 48 h, at 10 µM unless noted. Numbers give growth in % (100 = growth as untreated, 0 = no growth, -100 = all killed).
HCC-2998 – HCC-2998 colon cancer; AID 1794799; actives 4.7% (n = 79,000)
OVCAR-5 – OVCAR-5 ovarian cancer; actives 2.9% (n = 82,000)
OVCAR-8 – OVCAR-8 ovarian cancer. actives 4.4% (n = 81,000). AID 1794782
SW-620 – SW-620 colon cancer; actives 5.2% (n = 82,000); AID 1794795
OVCAR-4 – OVCAR-4 ovarian cancer cells; actives 3.7% (n = 80,000)
DU-145 – DU-145 prostate cancer; actives 4.2% (n = 81,000); AID 1794760
KM12 – KM12 colon cancer cells | actives 5% (n = 82,000)
OVCAR-3 – OVCAR-3 ovarian cancer. actives 7% (n = 79,000)
PC-3 – PC-3 prostate cancer cells. actives 3.9% (n = 80,000). AID 1794754
* marks the source's active call; other numbers are inactive results; / = no result given; & = joins results of further samples; ! = not active in a repeat; [ ] = remark or other dose. How the source made its calls: active means growth percent below 10; inactive means the rest.

1: COc1ccc(/C=N/NC(=O)c2cnn3c2NC(c2ccccc2)C3)cc1OCc1ccccc1 (stereo not drawn)
2: COc1ccc2cc1Oc1cc3c(cc1OC)CC[N+](C)(C)C3Cc1ccc(cc1)Oc1c(OC)c(OC)cc3c1C(C2)[N+](C)(C)CC3 (stereo not drawn)
3: CC(=O)NCC1(O)CCCC(C)C1 (stereo not drawn)
4: Cc1cc2nc3c([nH]c2cc1C)c1ccc(=O)cc1n3CCN(C)C
5: COc1ccc(-n2ncc3c2CCc2cccnc2-3)cc1

Compound	1	2	3	4	5
HCC-2998	95.5	107.5	101.3	26.8	105.8
OVCAR-5	108.1	96.0	105.3	39.8	92.2
OVCAR-8	88.9	97.9	101.0	34.0	84.0
SW-620	97.7	108.0	113.8	22.6	104.2
OVCAR-4	90.2	113.1	106.8	46.9	109.3
DU-145	98.3	115.9	134.0	28.8	106.9
KM12	73.6	108.3	109.1	43.4	101.1
OVCAR-3	91.3	109.5	104.1	67.3	109.8
PC-3	74.6	93.9	130.4	/	93.6

Only OVCAR-4, OVCAR-3 and SW-620, for some of the entries so far:
#	SMILES	OVCAR-4	OVCAR-3	SW-620
2	COc1ccc2cc1Oc1cc3c(cc1OC)CC[N+](C)(C)C3Cc1ccc(cc1)Oc1c(OC)c(OC)cc3c1C(C2)[N+](C)(C)CC3 (stereo not drawn)	113.1	109.5	108.0
3	CC(=O)NCC1(O)CCCC(C)C1 (stereo not drawn)	106.8	104.1	113.8
4	Cc1cc2nc3c([nH]c2cc1C)c1ccc(=O)cc1n3CCN(C)C	46.9	67.3	22.6

Next part.
6: COc1cccc(/C=N/NC(=O)c2ccc3nc(-c4ccc(Cl)cc4)[nH]c3c2)c1O
7: Nc1[nH]nc2[nH]c(=O)n3c4ccccc4nc3c12
8: O=C(NCCN1CCCCC1)n1cc(-c2ccncc2)c(-c2ccc(Cl)c(O)c2)n1
9: NC1=CCNN1
10: CCCCOC(=O)c1cccc(C(=O)OCCCC)c1

Compound	6	7	8	9	10
HCC-2998	-98.0*	102.3	112.8	/	102.4
OVCAR-5	-63.0*	99.1	96.5	85.1	90.1
OVCAR-8	-84.6*	98.7	89.1	104.0	87.8
SW-620	-77.1*	96.5	100.0	109.5	101.1
OVCAR-4	-36.3*	98.1	121.6	122.4	86.9
DU-145	-96.1*	108.2	104.9	119.3	111.0
KM12	-85.2*	102.7	101.6	104.8	99.5
OVCAR-3	-87.4*	90.8	112.7	136.2	99.8
PC-3	-55.1*	90.6	84.6	89.6	102.8

11: CC(=O)c1nc2ccccc2n1CCN1C(=O)NC2NC(=O)NC2C1=O (stereo not drawn)
12: COc1ccc(-c2nc3ccc(F)cc3s2)cc1
13: CC(=C(c1ccc(OCCN2CCCCC2)cc1)c1ccc(OCCN2CCCCC2)cc1)c1ccc(Cl)cc1
14: Cc1cnc2ccc(Oc3ccccc3-c3ccccc3)nn12
15: CC(C)=NNc1nc2ccccc2s1

Compound	11	12	13	14	15
HCC-2998	109.0	105.6	-93.4*	112.7	102.2
OVCAR-5	106.4	109.2	-92.5*	110.5	113.0
OVCAR-8	108.8	82.8	-77.4*	103.0	104.2
SW-620	110.7	99.2	-84.8*	123.7	105.0
OVCAR-4	107.0	95.8	-88.8*	111.6	108.1
DU-145	117.3	102.0	-92.8*	115.5	109.2
KM12	115.8	86.7	-84.9*	107.0	100.4
OVCAR-3	115.8	98.7	-91.4*	120.4	97.5
PC-3	/	86.6	-82.4*	105.3	81.2

16: Cc1ccc(C(=O)O)c([N+](=O)[O-])c1OCc1ccccc1
17: Oc1ccc(Nc2ncnc3c2cnn3-c2cccc(F)c2)cc1
18: N=C1SCC(=O)N1c1ncc(Cc2cccc(Cl)c2Cl)s1
19: CC(C)Cc1ccc(C(C)C(=O)NCc2ccc(Cn3c(=O)sn(CCCI)c3=O)cc2)cc1 (stereo not drawn)
20: O=C(Nc1ccc(Nc2ncnc3sc4c(c23)CCCC4)cc1)Nc1c(Cl)cccc1Cl

Compound	16	17	18	19	20
HCC-2998	99.2	99.9	106.4	-69.2*!	106.6
OVCAR-5	112.3	99.6	102.5	-58.1*!	91.2
OVCAR-8	108.7	96.0	100.2	-30.2*!	99.8
SW-620	112.6	94.8	92.5	-63.2*!	100.1
OVCAR-4	/	87.5	96.1	-53.2*!	97.7
DU-145	113.9	100.7	111.0	-88.2*!	97.3
KM12	108.4	101.0	106.3	-36.7*!	95.2
OVCAR-3	116.4	100.4	117.6	-86.0*!	96.5
PC-3	97.4	87.5	103.3	-70.0*!	81.1

21: COC(=O)c1sc2nc(CN3CCCc4ccccc43)[nH]c(=O)c2c1C
22: CS(=O)(=O)c1ccc(-c2nn(-c3ccc(F)cc3)cc2/C=N/NC(=O)c2ccccc2)cc1
23: CCCCCC(=O)c1cc(O)c(O)c(O)c1
24: c1cnc2nc(CSc3nnc4ccc(-c5ccncc5)nn34)oc2c1
25: O=C1c2ccccc2C(=O)c2cc(Cn3cc[n+](Cc4ccc5c(c4)C(=O)c4ccccc4C5=O)c3)ccc21

Compound	21	22	23	24	25
HCC-2998	98.4	102.9	101.7	117.1	100.3
OVCAR-5	109.7	107.1	103.2	108.6	102.5
OVCAR-8	104.3	97.3	94.2	102.2	97.2
SW-620	94.9	96.5	82.6	102.6	85.0
OVCAR-4	102.5	102.5	113.7	106.5	98.8
DU-145	104.0	111.8	100.4	107.9	102.3
KM12	95.3	97.8	103.0	105.7	80.4
OVCAR-3	102.4	114.6	93.7	118.1	88.8
PC-3	91.1	94.3	89.4	98.0	88.5

26: Nc1ncnc2c1N=C(c1ccc3c(c1)OCO3)CC(c1sc(Cl)nc1Cl)N2 (stereo not drawn)
27: CC(C)=C(c1ccc(Cl)cc1)c1ccccc1Cl
28: COC(=O)Cc1ccccn1
29: COc1cccc(CCC(=O)c2cc3c(N)c(C(=O)Nc4ccccc4)sc3nc2C)c1
30: O=C(/C=C/c1cc(-c2ccc3c(c2)OCO3)n[nH]1)c1ccc(Cl)cc1

Compound	26	27	28	29	30
HCC-2998	106.5	/	112.5	45.1	107.6
OVCAR-5	92.6	106.5	92.5	48.6	/
OVCAR-8	88.3	112.2	96.6	60.2	91.5
SW-620	105.9	97.3	112.6	22.2	93.6
OVCAR-4	105.6	106.4	99.8	53.9	96.5
DU-145	105.8	115.0	118.9	65.8	104.7
KM12	105.3	112.8	113.2	23.0	95.0
OVCAR-3	97.4	107.6	113.5	18.0	99.6
PC-3	93.9	99.0	96.9	49.8	79.2

31: CC(=O)OCC(=O)[C@@]12OC3(CCCC3)O[C@@H]1CC1C3CCC4=CC(=O)C=C[C@]4(C)[C@@]3(F)[C@@H](O)C[C@@]12C (stereo partly drawn)
32: COc1cc(-c2nc(SCC(C)C)nc(Nc3ccc([N+](=O)[O-])cc3[N+](=O)[O-])c2C#N)cc(OC)c1OC
33: O=C1c2ccccc2CCC1[n+]1ccc2ccccc2c1 (stereo not drawn)
34: COC(=O)c1c(C(=O)OC)c2ccc3c4ccccc4ccc3n2c1C(N)=O
35: Cc1cc(O)cc(C)c1SC#N

Compound	31	32	33	34	35
HCC-2998	103.1	105.1	106.6	104.7	108.7
OVCAR-5	75.6	103.5	107.6	95.0	102.3
OVCAR-8	88.1	92.1	89.8	73.3	104.1
SW-620	120.6	97.9	111.8	88.9	26.0
OVCAR-4	93.4	88.5	99.1	64.1	96.6
DU-145	109.2	93.8	97.3	74.5	104.8
KM12	102.3	97.7	96.2	92.1	92.8
OVCAR-3	109.7	109.3	87.8	94.7	80.0
PC-3	94.3	57.7	71.6	76.7	62.9

36: CCCc1ccccc1[N+](=O)[O-]
37: CCCCCC1(C)NCCO1 (stereo not drawn)
38: O=C(OCc1ccccc1)C(O)c1ccccc1 (stereo not drawn)
39: CC1(C2CCCC2)NC(=O)NC1=O (stereo not drawn)
40: COc1ccc2[nH]c(O)c(N=NC(=O)c3cc(-c4ccc(OC)c(OC)c4)nc4ccccc34)c2c1

Compound	36	37	38	39	40
HCC-2998	106.4	106.3	107.8	/	106.1
OVCAR-5	99.4	91.5	110.4	98.2	98.6
OVCAR-8	100.7	96.7	100.6	99.9	103.1
SW-620	105.6	109.3	101.2	106.5	119.8
OVCAR-4	99.0	105.5	106.2	122.5	112.5
DU-145	120.4	103.6	105.1	100.5	104.3
KM12	105.8	109.3	110.3	109.2	103.8
OVCAR-3	115.7	106.7	110.7	121.1	119.7
PC-3	94.9	86.8	90.4	103.3	103.5

41: Nc1nc2ccc(Cl)cc2o1
42: CCCCCCN=C(N)CCCCCCCCCCC(N)=NCCCCCC
43: OC1C2CCC(C2)C1CN1CCCCC1 (stereo not drawn)
44: C1CCN(CC2CCCCN2)CC1 (stereo not drawn)
45: CCOC(=O)c1cnc2ccc(Br)cc2c1Nc1cccc(S(N)(=O)=O)c1

Compound	41	42	43	44	45
HCC-2998	/	35.7	112.3	108.6&98.4	115.2
OVCAR-5	97.3	49.1	111.8	105.1&95.3	93.6
OVCAR-8	103.9	21.8	106.2	101.1&105.4	92.8
SW-620	104.0	22.4	100.7	101.3&106.2	99.2
OVCAR-4	116.1	27.6	98.5	104.6	/
DU-145	108.4	58.5	118.7	116.1&111.9	103.0
KM12	106.1	34.8	116.4	103.0&106.2	96.0
OVCAR-3	101.6	20.0	113.3	108.0&108.7	101.7
PC-3	99.8	23.8	104.1	97.4&103.0	94.5

46: NS(=O)(=O)c1ccc(NN=Nc2ccc(S(=O)(=O)O)cc2)cc1
47: O=C(CSc1nc2sc3c(c2c(=O)n1-c1ccc(Cl)cc1)CCCC3)NN1C(=O)CCC1=O
48: CN(C)C=NCCc1ccccc1
49: CN(Nc1ccccc1)C(=O)C1CCC(=O)N1C (stereo not drawn)
50: O=C(Cn1cc(CSc2nnc3oc4ccccc4n23)nn1)Nc1ccc(Br)cc1

Compound	46	47	48	49	50
HCC-2998	106.7	117.1	/	104.3	96.4
OVCAR-5	/	101.5	107.0	105.5	91.6
OVCAR-8	101.9	103.6	98.2	106.4	16.0
SW-620	104.9	100.3	101.0	110.4	107.7
OVCAR-4	108.9	103.6	95.6	104.7	87.0
DU-145	109.8	110.2	108.5	112.3	92.3
KM12	101.4	103.9	102.3	106.8	85.7
OVCAR-3	108.2	108.7	106.3	111.3	87.0
PC-3	94.3	94.3	99.4	96.4	80.0

51: COC(=O)[C@]1(C)N[C@H](c2cn(-c3ccccc3)nc2-c2ccccc2)[C@@H]2C(=O)N(c3ccc(OC)cc3)C(=O)[C@@H]21
52: Cc1c(C)c2c(c(C)c1OCCCC(=O)O)CC[C@@](C)(CCC[C@@H](C)CCC[C@@H](C)CCCC(C)C)O2
53: COc1cc(-c2nc(N=Nc3c(O)[nH]c4ccccc34)[nH]c(=O)c2C#N)cc(OC)c1OC
54: N#CC(C#N)N=Nc1ccc(S(=O)(=O)N=C(N)N)cc1
55: C=C1CC[C@@H]2[C@](C)(COC(C)=O)[C@H](OC(C)=O)CC[C@@]2(C)[C@@H]1CC(C1=CCOC1=O)N1CCN(c2cc3c(cc2F)C(=O)C(C(=O)O)CN3C2CC2)CC1 (stereo partly drawn)
56: Clc1cccc(-c2c[nH]c3ncnc(N4CCOCC4)c23)c1
57: Cn1c(N)c([C@H]2c3ccccc3Oc3c2c(=O)n(C)c(=O)n3C)c(=O)n(C)c1=O

Compound	51	52	53	54	55	56	57
HCC-2998	109.0	104.2[50 µM]	98.8	100.1	77.1	116.2	93.2
OVCAR-5	90.0	95.9[50 µM]	99.7	101.0	105.4	93.0	102.7
OVCAR-8	/	83.0[50 µM]	98.6	102.1	84.9	95.1	98.7
SW-620	104.3	99.8[50 µM]	104.9	103.0	95.3	113.2	98.5
OVCAR-4	118.9	106.9[50 µM]	126.2	101.6	58.7	97.6	102.9
DU-145	108.7	106.6[50 µM]	109.5	108.1	85.3	96.5	106.6
KM12	104.8	105.7[50 µM]	100.0	100.0	74.8	73.2	102.4
OVCAR-3	109.3	100.3[50 µM]	104.0	/	67.4	116.2	107.0
PC-3	108.4	98.4[50 µM]	102.6	95.6	41.9	94.3	102.6

Screening results from PubChem BioAssay.
